Source: PubChem BioAssay (National Center for Advancing Translational Sciences (NCATS))
JMJD2E inh: JMJD2E (human) inhibition. Potency, µM (series often up to 57.1 µM), for the others: at the top dose activity change, negative = inhibition, most hits filed as inhibitors. 230,000 compounds, 1.6% hits. AID 2147. B2RXH2. JMJD2E catalytic domain, FDH-coupled NADH fluorescence (FDH is formaldehyde dehydrogenase); active = well fitted inhibition curve with a large enough effect, not every such curve was filed as active; inconclusive = small, poorly fitted or top-dose-only effect, or another doubt; inactive = no such curve, though single readings can be large or run the other way;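 also: 0% = wells with enzyme and -100% = buffer wells without enzyme; nearly all actives have a fitted effect of over 50% in size; many of its hits are not listed in these tables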
IMPase Li inh: membrane-permeable IMPase blocker, potentiated with lithium. 210,000 compounds, 0.35% hits. AID 1457. CHO-M1 cells, IP1 TR-FRET (IP-One), carbachol + lithium. Potency, µM (titrated, usually from 59.4 µM), for inactives: at the highest dose activity, negative = IMPase inhibition, usual class: inhibitors;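 also: IP1 builds up when IMPase is blocked and the TR-FRET signal falls; plate controls were basal vehicle for no effect and high inhibitor control for full effect; nearly all actives have a fitted effect of over 50% in size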
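Steps: plate 2000 CHO-M1 cells per well and culture 16–30 h; add compound and lithium; incubate 30 min, 37C; add d2-IP1 tracer and Eu cryptate anti-IP1 antibody in lysis buffer; read after 10 min at room temperature.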
SMN2 splice up: increases expression of the SMN2 splice variant. 210,000 compounds, 2.8% hits. HEK293 SMN2-luciferase splicing reporter, luminescence, 30-36 h. Potency, µM (highest dose often 46.1 µM), without a hit: top-dose activity change, positive = activation, actives largely listed as activators; also: % of control where 0% means no effect; nearly all actives have a fitted effect of over 55% in size
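HEK293 cells carry an SMN2 […]–luciferase reporter in which exon 7 inclusion puts luciferase in frame. Cells were plated 10-12 h before compound addition, then incubated 30-36 h at 37C. ONE-Glo luminescence was read; sodium butyrate at 4.5 mM final served as control.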
Epigenetic derep: derepresses silenced GFP reporter in murine cells | murine LDR cells, GFP reporter derepression, 30 h | Potency, µM (titrated, usually from 53.9 µM), for inactives: at the highest dose GFP activation, hits mostly activators | 280,000 compounds, 0.2% hits | AID 1865; also: % of control where 0% means no effect; nearly all actives have a fitted effect of over 60% in size
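Reporter derepression read as number of fluorescent GFP-positive objects, 20-120 um in size, counted by laser-scanning cytometer. Mouse LDR line with an epigenetically silenced CMV-GFP locus; compound incubation 30 h, 37 C.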
RECQ1 helicase: RECQ1 (human) helicase inhibition; P46063; RECQ1 DNA unwinding, red fluorescence kinetic read; Potency, µM (titrated, usually from 57.3 µM), for the others: top-dose activity, negative = inhibition, usual class: inhibitors; 240,000 compounds, 0.54% hits; AID 2549;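 also: plate controls were vehicle for no effect and no enzyme for full effect; nearly all actives have a fitted effect of over 30% in size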
Target sequence (P46063 whole entry, looked up): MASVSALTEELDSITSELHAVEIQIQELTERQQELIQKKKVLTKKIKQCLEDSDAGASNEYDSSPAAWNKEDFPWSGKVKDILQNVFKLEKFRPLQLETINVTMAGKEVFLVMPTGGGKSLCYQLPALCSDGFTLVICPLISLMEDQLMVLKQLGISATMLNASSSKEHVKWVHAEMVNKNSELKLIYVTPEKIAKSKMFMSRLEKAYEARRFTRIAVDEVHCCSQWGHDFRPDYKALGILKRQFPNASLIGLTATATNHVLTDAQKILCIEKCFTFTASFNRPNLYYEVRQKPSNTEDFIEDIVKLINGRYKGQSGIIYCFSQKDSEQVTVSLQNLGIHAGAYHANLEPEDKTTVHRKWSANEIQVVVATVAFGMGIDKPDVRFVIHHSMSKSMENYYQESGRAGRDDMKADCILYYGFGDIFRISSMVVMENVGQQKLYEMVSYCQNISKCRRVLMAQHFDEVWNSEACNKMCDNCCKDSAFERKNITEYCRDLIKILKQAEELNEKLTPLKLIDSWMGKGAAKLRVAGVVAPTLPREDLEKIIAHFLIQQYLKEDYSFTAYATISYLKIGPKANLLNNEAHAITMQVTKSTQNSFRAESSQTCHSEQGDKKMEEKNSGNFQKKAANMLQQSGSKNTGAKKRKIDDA
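RECQ1T1 50 nM; forked duplex (20 bp + 30-nt ss tails) 200 nM, ATP 2 mM final; pH 8.0, 2 mM MgCl2, 2.5 ug/ml poly(dI-dC); 15 min compound preincubation; discontinuous kinetic read over 2 h at RT.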
Luc counter: counter-screen: inhibitors of Kinase-Glo firefly luciferase. Q27757. Kinase-Glo luciferase, ATP luminescence, 8 min. Potency, µM (doses to about 38.3 µM), inactives show at the highest dose activity change, negative = inhibition, actives largely listed as inhibitors. 200,000 compounds, 0.28% hits; also: % is scaled to controls: 0 for no effect and ±100 for the full control effect; nearly all actives have a fitted effect of over 60% in size
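Light output from Kinase-Glo luciferase with luciferin and 10 uM ATP in 50 mM imidazole pH 7.2, KCl, MgCl2, Tween 20, BSA; compound pin-delivered, 8-min ambient incubation, then luminescence read.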
GoLoco inh red: blocks human Gai1 binding to RGS12 GoLoco peptide, red readout | P63096 | Potency, µM (series often up to 61.6 µM), for the others: at the highest dose activity, negative = inhibition, actives largely listed as inhibitors | Gai1:RGS12 GoLoco peptide FP, rhodamine, 10 min | 230,000 compounds, 0.44% hits | AID 880; active = well fitted inhibition curve with a large enough effect, not every such curve was filed as active; inactive = no such curve, though single readings can be large or run the other way; also: % is scaled to controls: 0 for no effect and ±100 for the full control effect; nearly all actives have a fitted effect of over 30% in size; many of its hits are not listed in these tables
Target sequence (P63096 whole entry, looked up): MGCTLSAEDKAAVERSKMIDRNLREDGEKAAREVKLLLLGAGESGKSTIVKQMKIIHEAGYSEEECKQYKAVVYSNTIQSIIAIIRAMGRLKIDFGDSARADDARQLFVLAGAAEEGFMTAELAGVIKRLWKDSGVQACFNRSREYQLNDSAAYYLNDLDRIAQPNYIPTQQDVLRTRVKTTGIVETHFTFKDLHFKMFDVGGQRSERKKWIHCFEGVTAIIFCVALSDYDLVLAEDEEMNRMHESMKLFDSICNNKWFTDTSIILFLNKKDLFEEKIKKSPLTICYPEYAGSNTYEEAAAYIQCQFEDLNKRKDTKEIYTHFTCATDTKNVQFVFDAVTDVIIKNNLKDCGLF
NPSR antagonist: neuropeptide S receptor (human) antagonism, cAMP. CHO-NPSR cells, cAMP TR-FRET, antagonist mode. 220,000 compounds, 1% hits. Q6W5P4. Potency, µM (doses to about 38.3 µM), without a hit: at the highest dose activity change, negative = inhibition, actives largely listed as inhibitors; also: % is scaled to controls: 0 for no effect and ±100 for the full control effect; nearly all actives have a fitted effect of over 50% in size; many of its hits are not listed in these tables
The depositor's hits bear a star; i = inactive; ? = inconclusive; / = not tested or not shown; & = joins results of further samples; [ ] = another dose, or the depositor's remark. Unless noted, calls follow the shape of the dose curve; as a rule, active = well fitted curve in the direction sought with a large enough effect; inconclusive = small, poorly fitted or top-dose-only effect, or another doubt; inactive = no such curve, though single readings can be large; an effect the other way counts as inactive or inconclusive. Potency is read from the fitted curve at half-maximal effect. An excerpt; the hit share may differ from the screen's.

SMILES	JMJD2E inh	IMPase Li inh	SMN2 splice up	Epigenetic derep	RECQ1 helicase	Luc counter	GoLoco inh red	NPSR antagonist
O=C(Nc1ccccc1-c1nnc(SCc2ccc(Cl)cc2)o1)c1ccccc1	?	25.7%[38.3 µM]	-13.1%	0.6%	-12.5%	2.6%	-14.3%	-17.9%[46.1 µM]
CC(=O)NCC(=O)OCC(=O)Nc1nc(-c2ccccc2)cs1	6.2%	-1.9%	?	-4.2%	-16.6%	1.2%	4.6%	6.9%
N#CCCn1cc(C(=O)Nc2ccccc2Br)c(-c2cccs2)n1	0.7%	-4.0%	-7.4%	-1.0%	i	5.0%	-3.6%	-7.8%
Cc1ccc(S(=O)(=O)N2CCCCC2)cc1NC(=O)COC(=O)c1ccccc1F	12.3%	13.1%	2.4%	-3.5%	-7.9%	-0.7%	43.4%[activator]	16.5%
COc1ccc(N=c2oc3ccccc3cc2C(=O)Nc2ccccn2)cc1OC	-5.5%	5.7%	9.8%	-1.4%	i	-13.8%	6.9%	15.5%
CCN(CC)S(=O)(=O)c1ccc(O)c(NC(=O)CN2CCc3ccccc3C2)c1	0.5%	13.2%	-14.8%	-2.6%	-0.5%	1.4%	7.4%	-12.5%
CC(=O)c1cccc(NC(=O)c2cccc(S(=O)(=O)N(C)C)c2)c1	-12.0%	13.9%[38.3 µM]	14.8%	-4.5%	i	3.3%	-1.5%	-12.3%[46.1 µM]
CCOC(=O)c1nc(C)n(-c2ccc([N+](=O)[O-])cc2)n1	0.9%	10.1%	0.7%	6.7%	4.7%	-2.0%	-6.8%	16.1%
CCCn1cnc2cc(NCc3cccs3)ccc21	?	/	/	-1.1%	-1.3%	/	2.5%	-0.7%
COc1ccc(-c2oc3ncn4nc(COc5ccccc5)nc4c3c2-c2ccc(OC)cc2)cc1	?	6.2%[38.3 µM]	27.1%	0.0%	-3.8%	5.7%	2.6%	-7.4%[46.1 µM]
CC(C)Nc1nc(-c2ccccn2)nc(-c2ccccc2)c1C#N	-9.3%	-0.7%	-25.7%	-2.6%	0.4%	-0.8%	15.1%	-14.8%
CCOC(=O)/C(C#N)=C1\C=CN(C)C(C)=N1	6.5%	-5.0%	14.1%	1.0%	i	1.2%	0.3%	-1.3%[46.1 µM]
Cc1nc(SCC(=O)NCCc2ccccc2)nc(C)c1C	-8.1%	27.7%[38.3 µM]	-1.8%	-0.6%	i	-2.0%	2.1%	-5.5%[46.1 µM]
O=C(COc1ccccc1-c1ccccc1)c1ccccc1	-3.1%	12.7%	-11.5%	0.0%	-11.7%	-0.9%	2.4%	-37.2%
CCOC(=O)C1=C(C)N(C)C(=O)NC1c1cc2c(cc1[N+](=O)[O-])OCO2 (stereo unspecified)	?	-1.4%	-4.1%	-0.1%	?	3.4%	-10.1%	-5.3%
CC(CCC(=O)O)(c1ccc(O)cc1)c1ccc(O)cc1	/	-5.6%&-1.5%	-15.1%[9.22 µM]	/	-10.3%	-0.6%[7.66 µM]	8.5%[14.2 µM]	/
N#CCSc1nnc(Cc2ccc3c(c2)OCO3)o1	-3.8%	-8.8%[38.3 µM]	-0.8%	-5.7%	1.6%	-4.2%	3.3%	-1.8%[46.1 µM]
O=C1c2ccccc2C(=O)c2c(NC(=O)c3ccc4c5c(ncnc35)-c3ccccc3C4=O)cccc21	/	2.9%	0.4%[9.22 µM]	/	/	-5.7%[7.66 µM]	2.3%[14.2 µM]	/
O=C(Cc1nnc(NC(=O)Nc2ccc(F)cc2)s1)NCc1ccccc1	18.3%	/	/	-2.6%	-1.0%	/	9.7%	5.0%
Cc1ccc(S(=O)(=O)c2c(N)n(Cc3ccco3)c3nc4ccccc4nc23)cc1	?	-3.7%[38.3 µM]	1.2%	-2.0%	-3.5%	-5.8%	57.7%[activator]	-27.9%[46.1 µM]
COc1cc(/C=C/C(=O)c2ccc(O)cc2)ccc1OCC#N	-1.2%	4.2%	-1.2%	3.8%	i	0.6%	6.4%	-27.6%
CSc1ccc(C2(O)Cc3cccc[n+]3C2c2ccccc2)cc1 (stereo unspecified)	1.4%	/	/	1.1%	-2.0%	/	4.0%	9.2%
O=C(NCc1ccccc1)[C@@H]1CSC2c3ccccc3C(=O)N21 (stereo partly specified)	-5.9%	28.0%[38.3 µM]	-18.8%	-7.3%	-1.2%	0.3%	9.8%	-17.7%[46.1 µM]
Cc1ccc(NC(=O)N2CCC(O)(c3cccnc3)CC2)cc1	11.2%	27.1%[38.3 µM]	?	-0.2%	i	-2.2%	-7.9%	0.2%[46.1 µM]
Cc1nc(-c2ccc(C(F)(F)F)cc2)sc1C(=O)NN	15.1%	/	/	-0.3%	i	/	0.1%	-12.2%
COc1ccc(C2CC3(CC(C)(C)NC(=O)N3)Oc3cc(O)ccc32)cc1 (stereo unspecified)	1.1%	-19.6%[38.3 µM]	-8.3%	-0.7%	0.2%	-3.8%	6.3%	-0.3%[46.1 µM]
COc1ccc(-c2nnc(SCC(=O)O)n2C)cc1OC	0.6%	/	/	2.5%	i	/	1.8%	-22.9%
COC(=O)c1ccccc1NC(=O)c1cnn2c(C)cc(C)nc12	?	13.8%	/	-1.9%	-7.4%	-1.2%	11.2%	0.5%
CCN(CC)c1ccc(NC(=O)/C=C\c2ccccc2Cl)cc1	-5.9%	7.8%	?	8.2%	-0.9%	5.8%	-35.3%	-15.7%[46.1 µM]
Cc1cccc(C(=O)N2CC3(C)CC2CC(C)(C)C3)c1 (stereo unspecified)	2.2%	3.2%	-10.9%	0.1%	0.1%	-1.4%	7.2%	4.8%
CCOc1ccc(Br)cc1S(=O)(=O)Nc1ccc(C(=O)OCC(=O)N(C)c2ccccc2)cc1	11.7%	3.3%	-14.4%	-3.2%	5.3%	2.7%	5.8%	-31.5%
N#Cc1ccsc1NC(=O)CN1CCN(Cc2ccccc2)CC1	-4.5%	-1.5%	11.0%	1.1%	-3.1%	-0.2%	24.9%	-13.3%
CC(C)=CCC/C(C)=C/C=N/NC(=O)c1cccc([N+](=O)[O-])c1	-13.4%	-2.3%	-3.9%	1.1%	-4.1%	1.3%	0.6%	-15.4%
CC1CC(C)CN(C(=O)CCCn2c(=S)[nH]c3ccccc3c2=O)C1 (stereo unspecified)	0.8%	0.9%[38.3 µM]	-3.6%	1.9%	-13.7%	0.5%	-0.7%	-5.8%[46.1 µM]
Cc1nc(-c2ccncc2)sc1C(=O)Nc1ccc(Cl)cc1	0.8%	11.3%	11.3%	-2.0%	i	0.0%	9.1%	-7.6%
CCc1ccc(NC(=O)CSc2nc3[nH]ncc3c(=O)[nH]2)cc1	2.2%	2.9%	2.5%	1.1%	-0.7%	0.9%	1.9%	21.3%
O=C(Nc1ccccn1)C12CC3CC(CC(C3)C1)C2	0.1%	16.4%[38.3 µM]	-10.1%	0.7%	i	-3.4%	-1.2%	-10.9%[46.1 µM]
Cc1ccc(-c2nnc(SCC(=O)n3c4c(c5ccccc53)CCCC4)o2)cc1	-4.2%	18.2%[38.3 µM]	-14.2%	0.0%	-9.1%	0.0%	0.2%	-10.2%[46.1 µM]
Cc1cc(NC(=O)c2c([N+](=O)[O-])cnn2C)no1	-7.5%	9.0%[38.3 µM]	13.2%	2.7%	-1.8%	-1.8%	2.8%	4.5%[46.1 µM]
O=C1CC(NC(=O)C(F)(F)F)=NN1c1ccccc1	-5.1%	2.1%	7.7%	4.1%	-1.1%	2.8%	8.3%	11.2%
CCOC(=O)Nc1ccc2c(CN3C(=O)NC(CC)(CC)C3=O)cc(=O)oc2c1	15.4%	?	-12.0%	-5.8%	-0.9%	5.3%	139.0%[activator]	-13.6%[46.1 µM]
Cc1ccc(NC(=S)N2CCCC(CO)C2)c(C)c1 (stereo unspecified)	-3.4%	1.3%	/	-1.2%	i	/	7.1%	57.9%
COc1ccc(OCCOCCOc2ccc(C)cc2[N+](=O)[O-])cc1	6.9%	3.4%	2.1%	-0.9%	-3.5%	0.8%	-1.5%	4.3%
O=C(Oc1cccc(N2C(=O)C3C4c5ccccc5C(c5ccccc54)C3C2=O)c1)c1ccco1 (stereo unspecified)	0.1%	-1.2%	9.9%	1.0%	-1.2%	0.1%	0.6%	-12.4%
COc1ccc(-n2nc(C(=O)NCC(=O)NCc3ccco3)c3ccccc3c2=O)cc1Cl	?	/	/	0.0%	i	/	/	-16.9%[46.1 µM]
O=C(CSc1nnc(-c2ccc(OC(F)F)cc2)o1)NCc1cccs1	5.5%	-24.7%[38.3 µM]	-28.4%	1.5%	-1.3%	17.2%	6.2%	-14.5%[46.1 µM]
CC1CN(Cc2nc3c(c(=O)n(C)c(=O)n3C)n2Cc2cccc(Cl)c2)CC(C)O1 (stereo unspecified)	4.8%	34.3%[activator][38.3 µM]	-16.7%	-0.8%	-2.9%	-2.2%	-4.8%	-12.5%[46.1 µM]
CCOc1cc(C(=O)Nc2ncccn2)cc(OCC)c1OCC	1.6%	23.2%[38.3 µM]	40.5%	-1.1%	-5.6%	3.6%	-2.0%	-16.8%[46.1 µM]
CCOc1cc(OCC)nc(S(C)(=O)=O)n1	-4.0%	-1.8%	15.0%	5.7%	-3.6%	-1.1%	6.0%	-7.9%
CC(C)C[C@@H](CC(=O)N[C@@H](CCC(=O)O)CC(=O)O)NC(=O)[C@@H]1CNCC[C@H]1NC(=O)C[C@H](CCCN)NC(=O)C[C@H](Cc1ccccc1)NC(=O)[C@@H]1CNCC[C@H]1N	-15.4%	12.3%	6.5%	0.0%	-12.2%	1.2%	0.9%	/
Cc1ccc(-c2nnn3c2nc(Cl)c2ccccc23)cc1	-16.6%	-0.9%	-2.3%	?	-3.4%	-1.9%	-5.1%	-42.9%
